# High-throughput results from PubChem BioAssay.
# Myeloid diff 2 = promotes myeloid progenitor differentiation; calls only at 10 µM; actives 1% (n = 360,000); ER-HoxA9 myeloid progenitors, lysozyme-GFP differentiation, flow cytometry;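 active = normalized GFP-positive differentiation at or above the plate's own cutoff, the solvent-only control mean plus 3 SD; inconclusive = no clear call, values can overlap the other calls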;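 note: cells exposed to compound for four days before flow analysis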
# Myeloid diff 2 GFP+ MAC1+ % = recorded beside Myeloid diff 2, whose call it bears; GFP+ MAC1+ double positive, %; measured here: differentiation confirmed by MAC1 staining
# Numbers without * were called inactive; i = inactive; ? = inconclusive; / = not tested or not shown; & = joins results of further samples. Only part of the results is shown (hit frequency here may not be typical).
SMILES,Myeloid diff 2,Myeloid diff 2 GFP+ MAC1+ %
COc1ccc(S(=O)(=O)N2CCCC2CNC(=O)C(=O)Nc2ccc(C)cc2)cc1 (stereo not given),i,0.2
CNC(=O)OCc1ncn(-c2ccccc2)c1COC(=O)NC,i,2.2
CC1(C)CC(=O)C=C(c2ccc(COC(=O)C3CC3)cc2)C1=O,i,0.3
CN1C(=O)CC(c2ccccc2)CC1=O,i,2.4
COC(=O)C[C@H]1CC[C@H](NC(=O)c2cccc(F)c2)[C@@H](CO)O1,i,3.2
CCCCn1c(=S)[nH]c2c(=O)n(C)c(=O)n(C)c21,i,0.0
COC1OC2COC(c3ccccc3)OC2C(=O)C1NC(=O)c1ccccc1 (stereo not given),i,0.6
CCOc1ccc(C(=O)N(CC)CC(=O)Nc2ccc3c(c2)OCCO3)cc1OCC,i,0.5
O=C(OCc1cn([C@@H]2CN(CC3CCCCC3)[C@@H](c3ccc(Cl)cc3)C[C@H]2O)nn1)c1ccccc1,i,0.3
CCN(C(=O)COC(=O)c1ccccc1NCc1ccco1)c1c(N)n(Cc2ccccc2)c(=O)[nH]c1=O,i,2.6
Cc1ccc(N2CC(C(=O)Nc3cc(Cl)ccc3-n3cncn3)CC2=O)cc1 (stereo not given),i,0.2
COc1ccc(C(CNC(=O)C(CCSC)NC(=O)c2ccccc2Cl)N2CCCC2)cc1 (stereo not given),i,1.0
c1ccc2c(CCc3ccncc3)cccc2c1,i,0.8
CCc1nc2ccc(C(=O)N(C)Cc3ccccc3)cn2c1N(CC)Cc1cccc(Br)c1,i,0.9
CN(C)c1cc[n+](CC[n+]2ccc(N(C)C)cc2)cc1,i,1.0
CCN(CC)CCn1c2c(c(SCC(=O)Nc3cc(C)on3)nc1=O)CCCC2,i,0.5
CN(C)C(CNC(=O)c1cccc(S(=O)(=O)N2CCc3ccccc3C2)c1)c1ccccc1 (stereo not given),i,0.7
COc1ccc(NC(=O)C2Cc3c(-c4ccc5c(c4)OCO5)ccnc3O2)cn1 (stereo not given),?,/
C=CCN1c2ccccc2C(=O)C(C)S1(=O)=O (stereo not given),i,3.4
COc1ccc([C@H]2CC(=O)C=C(c3ccc(Cl)c(C(F)(F)F)c3)C2)cc1,i,1.8
COc1ccc(NC(=O)c2c(C)noc2C(C)C)cc1S(=O)(=O)N1CCCCC1,i,0.7
CCCCn1nnnc1C(CCc1ccccc1)N1CCN(C/C=C/c2ccccc2)CC1 (stereo not given),i,1.5
Cc1ccc(NC2C(=O)NC(=O)NC2=O)cc1,i,1.3
Cc1cn([C@H]2C[C@H](O)[C@@H](/C=C/C(=O)NCCN3CCCCC3)O2)c(=O)[nH]c1=O,i,1.1
Cc1ccccc1S(=O)(=O)NC(=O)C1(C)CCN1C(=O)CCc1cccs1 (stereo not given),i,1.1

# Some of the entries so far, with values under each structure.
# Values run as follows: Myeloid diff 2 | Myeloid diff 2 GFP+ MAC1+ %
Cc1cn([C@H]2C[C@H](O)[C@@H](/C=C/C(=O)NCCN3CCCCC3)O2)c(=O)[nH]c1=O
 : i | 1.1
Cc1ccccc1S(=O)(=O)NC(=O)C1(C)CCN1C(=O)CCc1cccs1 (stereo not given)
 : i | 1.1

# Next section:
SMILES,Myeloid diff 2,Myeloid diff 2 GFP+ MAC1+ %
CCCCC1(C)NC(=O)N(CC(=O)N2CCc3ccccc32)C1=O (stereo not given),i,1.4
Cc1nn(CC(=O)NC(C)C(C)C)c(C)c1S(=O)(=O)N1CCCCC1 (stereo not given),i,0.7
CCCCCCSc1cccc(-c2nc3cc(C)ccn3c2NCc2ccccc2)c1,i,1.1&1.5
CC(C)C(NC(=O)c1c(F)cccc1F)C(=O)NCc1ccncc1 (stereo not given),i,1.3
CCCCc1nnc(NC(=O)c2ccc(S(=O)(=O)N3CCOCC3)cc2)s1,i,0.2
C[C@@H]1CN([C@@H](C)CO)C(=O)CCCn2nncc2CO[C@H]1CN(C)Cc1ccccc1C(F)(F)F,i,0.1
CC1CCN(C(=O)c2nc[nH]c2C(=O)OCCNC(=O)OC(C)(C)C)CC1,i,2.7
Cc1ccc(S(=O)(=O)N2CCOCC2)cc1NC(=O)Nc1ccc([N+](=O)[O-])cc1,i,0.5
COc1cccc(NC(=O)COC(=O)Cn2c(C)csc2=O)c1,i,1.1
CN(CC(=O)Nc1cccc(F)c1)C(=O)c1cccc(S(=O)(=O)N2CC3(C)CC2CC(C)(C)C3)c1 (stereo not given),i,0.7
CCN(CC(=O)Nc1ccc2c(c1)OCCO2)C(=O)c1ccc(C(F)(F)F)cc1,i,0.8
O=S1(=O)CC(N2CCC(Cc3ccccc3)CC2)CN1Cc1ccc(F)cc1 (stereo not given),i,0.3
O=C1OC(Cc2ccccc2)C(c2ccccc2)C1=O (stereo not given),i,1.0
CCCCCC(=O)N1C[C@H](n2cc(-c3ccc(F)cc3)nn2)[C@@H](O)C[C@@H]1c1ccc(C)cc1,i,1.6
O=C(O)C1=C[C@H](c2ccc3c(c2)OCO3)C[C@H](OCc2ccc(CO)cc2)O1,i,1.4
C/C(=N\NC(=O)CCC(=O)NCc1ccccc1)c1ccc([N+](=O)[O-])cc1,i,0.6
COc1ccc2[nH]c(O)c(N=NC(=O)c3ccc(NS(=O)(=O)c4cccs4)cc3)c2c1,i,1.1
CC(C)CN(C(=O)c1cccc(S(=O)(=O)N2CCN(c3ccc(F)cc3)CC2)c1)C1CCS(=O)(=O)C1 (stereo not given),i,0.9
COc1ccccc1C=NN=C(NN=Cc1ccccc1OC)NN=Cc1ccccc1OC,i,0.5
COc1ccc(CC2NCCC3=CC(=O)CCC32)cc1O (stereo not given),i,0.6
Cc1ccccc1S(=O)(=O)N(C)C[C@H]1OCc2cnnn2CCCC(=O)N([C@@H](C)CO)C[C@H]1C,i,0.7
O=C(NCC(c1ccc(F)cc1)N1CCOCC1)c1cccnc1Sc1ccc(Cl)cc1 (stereo not given),i,0.3
CC(C)C[C@H]1CN(CCCC[C@@H]2CNC(=O)C(=O)N2Cc2ccccc2)C(=O)C(=O)N1Cc1ccccc1,i,1.4
Cc1cccc(C(=O)NCC(=O)N2CCN(c3ccccn3)CC2)c1,i,0.0
CCNC(=O)C1(C)CCN(Cc2csc(-c3ccccc3)n2)C1 (stereo not given),i,1.4
# Later entries:
SMILES,Myeloid diff 2,Myeloid diff 2 GFP+ MAC1+ %
CCc1ccccc1NC(=O)CN1CCN(C(=O)c2ccc(OCc3cn4ccccc4n3)cc2)CC1,i,0.5
COc1ccc(S(=O)(=O)Nc2cccc3c2O[C@H](CN(C)C(=O)Nc2ccccc2)[C@@H](C)CN([C@H](C)CO)C3=O)cc1,i,2.9
COc1ccc(NC(=O)C(=O)NCC(c2ccco2)N2CCc3ccccc3C2)cc1 (stereo not given),i,0.6
O=C(CNS(=O)(=O)c1ccc(F)cc1)N1CCCC1,i,0.6
CCc1nc2ccc(C(=O)NCC3CCCCC3)cn2c1N(CCC(C)C)CCN(C)C,i,0.3
O=C1OC(Sc2ccccc2)(c2ccccc2)c2ccccc21 (stereo not given),i,0.9
CC(=O)c1ccc(OCC(=O)OC(C)C(=O)NC2CCCCC2C)cc1 (stereo not given),i,0.3
O=C(COC(=O)/C=C/c1ccccc1Cl)NC(=O)NC1CCCC1,i,0.7
CC(=O)Nc1cccc(NC(=O)CSc2nc(=O)n(CCN3CCOCC3)c3c2CCC3)c1,i,0.5
CCOC(=O)c1sc(NC(=O)CN2C(=O)NC3(CC(C)CC(C)(C)C3)C2=O)cc1C (stereo not given),i,2.1
COc1cc(OC)cc(C2=Cc3ccc(OC)cc3C(CC(C)=O)N2c2ccc(-c3cncnc3)cc2)c1 (stereo not given),i,1.6
CCCOc1ccc(F)cc1-c1cc(C(=O)NC2CCCCC2)[nH]n1,i,1.0
O=C(O)C1(O)C[C@@H](O)C(O)[C@H](O)C1 (stereo not given in full),i,2.0
CCOc1ccc(S(=O)(=O)N2CCOCC2)cc1NC(=O)CN1C(=O)NC2(CCCCC2)C1=O,i,0.5
CC(C)CNC(=O)C(=O)NCCC1CCCCN1S(=O)(=O)c1cccs1 (stereo not given),i,0.9
COc1ccc2oc(C(=O)OCC(=O)Nc3cc(S(=O)(=O)N4CCOCC4)ccc3OC)c(C)c2c1,i,0.9
Cc1ccc(C)c(-c2csc(NC(=O)C3=COCCO3)n2)c1,i,2.4
CCN(C(=O)c1cccc(S(=O)(=O)N2CCc3ccccc32)c1)C1CCS(=O)(=O)C1 (stereo not given),i,1.0
O=c1ccn([C@@H]2O[C@H](CNCc3c(OCc4ccccc4F)ccc4ccccc34)[C@@H](O)[C@H]2O)c(=O)[nH]1,i,0.6
COc1ccccc1N1CC(C(=O)OCc2nc(N)nc(Nc3ccccc3)n2)CC1=O (stereo not given),i,0.4
O=C(CCC1CCN(Cc2nccs2)CC1)Nc1ccccc1,i,0.6
CCN(CC(=O)Nc1ccc(Br)cc1)C(=O)c1nc2nc(C)cc(C)n2n1,i,0.5
CC(=O)c1cc2c(cc1NC(=O)Cn1nc(C)c(C)c(C#N)c1=O)OCO2,i,0.7
C=C1CCN([C@@H](CC(C)C)C(=O)NCc2ccc(OC)cc2)S(=O)(=O)c2ccccc21,i,2.5
COCCN(CC(=O)Nc1cccc(C)c1C)C(=O)c1cc(S(=O)(=O)N2CCCC2)ccc1C,i,0.7

# Six compounds from above, ordered by number of heavy atoms, ascending.
SMILES,Myeloid diff 2,Myeloid diff 2 GFP+ MAC1+ %
COc1cccc(NC(=O)COC(=O)Cn2c(C)csc2=O)c1,i,1.1
C/C(=N\NC(=O)CCC(=O)NCc1ccccc1)c1ccc([N+](=O)[O-])cc1,i,0.6
COC1OC2COC(c3ccccc3)OC2C(=O)C1NC(=O)c1ccccc1 (stereo not given),i,0.6
COc1ccc(NC(=O)C2Cc3c(-c4ccc5c(c4)OCO5)ccnc3O2)cn1 (stereo not given),?,/
COc1ccc(S(=O)(=O)N2CCCC2CNC(=O)C(=O)Nc2ccc(C)cc2)cc1 (stereo not given),i,0.2
COc1ccc(C(CNC(=O)C(CCSC)NC(=O)c2ccccc2Cl)N2CCCC2)cc1 (stereo not given),i,1.0

# Entries of single compounds, quoted from the list. Order of screens: Myeloid diff 2, Myeloid diff 2 GFP+ MAC1+ %
# O=C(CCC1CCN(Cc2nccs2)CC1)Nc1ccccc1 as listed: i, 0.6
# CC(=O)c1cc2c(cc1NC(=O)Cn1nc(C)c(C)c(C#N)c1=O)OCO2 as listed: i, 0.7
# COCCN(CC(=O)Nc1cccc(C)c1C)C(=O)c1cc(S(=O)(=O)N2CCCC2)ccc1C as listed: i, 0.7
# COc1ccccc1N1CC(C(=O)OCc2nc(N)nc(Nc3ccccc3)n2)CC1=O (stereo not given) as listed: i, 0.4

# New compounds follow
SMILES,Myeloid diff 2,Myeloid diff 2 GFP+ MAC1+ %
COc1ccc(-c2cc(C(=O)N3CCN(c4ncccn4)CC3)c3ccccc3n2)cc1,i,0.6
Cc1ccc(S(=O)(=O)N2C[C@H]3C(=O)C[C@@H](c4ccccc4)N(S(=O)(=O)c4ccc(C)cc4)[C@H]3C[C@H]2c2ccccc2F)cc1,i,1.0
CSCCC(NC(=O)c1ccco1)C(=O)Nc1ccc(C)c(S(=O)(=O)N2CCOCC2)c1 (stereo not given),i,1.1
COc1ccc(C(=C(CC(=O)O)C(=O)OC(C)(C)C)c2cc(OC)c(OC)c(OC)c2)cc1OC,i,0.5
CCOC(=O)C1(C)CCN1C(=O)c1ccc(N(C)C)cc1 (stereo not given),i,0.9
CCOC(=O)C1(C)CCCN(C(=O)c2ccc(N(C)C)cc2)C1 (stereo not given),i,1.0
O=S(=O)(c1ccc(=S)[nH]c1)N1CCCCCC1,i,0.4
CC(=O)Nc1ccc(NC(=O)C(C)OC(=O)c2ccc3[nH]c(C)c(C)c3c2)cc1 (stereo not given),i,1.1
O=C(OCC(=O)C12CC3CC(CC(C3)C1)C2)c1ccc(O)cc1O,i,0.6
CC12CCCC(C(C#N)C(N)=O)(C1)NC(=O)C2C#N (stereo not given),i,1.5
N=C1c2ccccc2-c2ccccc21,i,1.3
OC[C@@H]1CN(CCN2CCOCC2)C[C@H](n2cnc3c(N4CCOCC4)ncnc32)O1,?,/
COc1ccc(C=NNC(=O)c2cc(C)oc2C)cc1O,i,1.2
Cn1cc(CN2CCC(n3nccc3NC(=O)c3ccc4c(c3)OCO4)CC2)cn1,i,0.3
COc1ccc([C@H]2CC(=O)C=C(c3cccc(Cl)c3O)C2)cc1OC,i,0.7
CC(C)CC1C(=O)N(Cc2cn(Cc3ccco3)nn2)CCS(=O)(=O)N1Cc1ccc(-c2cccc(N(C)C)c2)cc1 (stereo not given),i,0.3
COc1ccc([C@H]2CC(=O)C=C(c3ccc(C)cc3)C2)cc1OC,i,2.4
Cc1ccc(C(=O)N2CCCc3ccccc32)c(Cl)c1,i,0.6
COc1ccccc1CNC(=O)COC(=O)c1sc(C)nc1C,i,0.6
COc1cccc(N2CC(NC(=O)c3cccc4ccccc34)CC2=O)c1 (stereo not given),i,0.2
CN(Cc1cnn(-c2ccccc2)c1)C(=O)c1cccc(S(=O)(=O)Nc2ccccc2F)c1,i,0.4
Cn1cc(C2NC(=O)c3ccccc3N2)c2ccccc21 (stereo not given),i,0.6
COc1ccc(-c2cc(C(=O)Nc3ccc(OC)c(OC)c3)[nH]n2)c(C)c1,i,1.4
Cc1ccc(F)c(S(=O)(=O)NC(=O)C2(C)CCN2C(=O)Cc2ccsc2)c1 (stereo not given),i,0.7
CC(=O)c1ccc(S(=O)(=O)N2CCN(C(=O)CCC3CCCC3)CC2)cc1,i,0.7
COc1ccc(C2=Nc3ccccc3N(C(=O)c3cc(Cl)cc(Cl)c3)C2C(=O)NCc2ccccc2)cc1 (stereo not given),i,3.6
COc1ccccc1-c1csc(C(C)(NC(C)=O)c2ccccc2)n1 (stereo not given),i,0.9
CC(C)=CCc1cc([C@@H]2COc3c(ccc4c3C=CC(C)(C)O4)C2)c(O)cc1O,i,2.6
